Autophagy mod: autophagy modulators in MEF cells, primary screen, imaging, high-content, MEF GFP-LC3. MEF GFP-LC3 puncta imaging; test concentration mostly 10 µM. calls only at 10 µM (by protocol). 190,000 compounds, 0.98% hits. AID 463193, 2010;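 active = percentage of spot-positive cells more than 3 SD above its plate mean, without a fluorescence outlier flag or 80% toxicity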;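 also: spot-positive cell cutoff set from DMSO-treated cells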
WT yeast gro inh: growth inhibition of WT strain, primary screen, mitochondrial fusion inhibitor project, WT and mutant strains, chemical genetic; AID 1362, 2008; inhibition, % at 10 µM; mitochondrial fusion phenotypic screen; 190,000 compounds, 2.1% hits; in the data active = inhibition above about 58%; tested in S. cerevisiae
MT stabilize HCS: microtubule stabilizers in HeLa cells, primary screen, imaging, high-content imaging. HeLa tubulin immunostaining HCS, 24 h; share of cells brighter than vehicle mean+2SD. 200,000 compounds, 0.83% hits. AID 2205, 2009. % tubulin-high responders, % at 10 µM;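 active = plate Z-score above 3 for both tubulin-high and condensed-nucleus cell shares, with cell loss under 80%, at 10 µM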;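 also: anti alpha tubulin signal scored within the nucleus-defined area of each cell; some results filed as inactive read as strong as hits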
Lipid droplet: inhibitors of hepatocyte lipid droplet formation, primary screen, imaging, high-throughput imaging, BODIPY stain. AML12 mouse hepatocytes, oleate lipid droplets. inhibition, % at 6.5 µM. 240,000 compounds, 0.4% hits;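 active = lipid droplet intensity inhibited by at least 50%, with more than 500 cells counted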
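Material – AML12 mouse liver cells · Also added – oleate loading, 100 µM · Compound dosing – 6.5 µM single-point dosing · Times – overnight treatment with compound plus oleate · Measured by – fluorescence imaging, 20x objective, two fields per well · Read-out – percent inhibition of filter-corrected integrated lipid droplet intensity per well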
XIAP displacement: XIAP antagonists, biochemical, IAP family, fluorescence polarization (AID 1018). E3 ubiquitin-protein ligase XIAP (Homo sapiens). XIAP BIR domain, fluorescence polarization peptide displacement; higher % means a stronger effect. displacement, % at 20 µM, or IC50 in µM where a hit was titrated. 200,000 compounds, 0.007% hits; in the data active = displacement above about 50%; also: a part of the inactive calls stands beside numbers as strong as those of hits
CSM14.1 death rescue: rescue of cells from ER stress-induced death, primary screen, 384-well, CSM14.1, thapsigargin, ATP luminescence (AID 1222) | CSM14.1 thapsigargin-induced death rescue, ATP luminescence; higher % means a stronger effect | one-dose cellular ATP content (survival), % at 20 µM; EC50 in µM for titrated hits | 190,000 tested, under 10 active;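 active = EC50 below 50 µM in the dose-response confirmation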;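 also: death triggered by thapsigargin at about 15 µM added after 2 h compound pretreatment; cell ATP read after overnight thapsigargin exposure of roughly 18 to 22 hours; normalized against plate controls of thapsigargin alone and 5% DMSO vehicle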
Dynein transport: inhibitors of GR-EGFP nuclear translocation, primary screen, dynein cargo transport inhibitor project, imaging, high-content, 3617.4 mouse cells; test concentration mostly 20 µM; stimulated with dexamethasone, 1 µM; active compounds read low; z-score, hits read low; 220,000 compounds, 0.47% hits;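 active = plate z-score of nuclear minus cytoplasmic receptor signal below a set negative limit, without overly bright fluorescence or cell loss, cut at about -3.5 in these data, passing the limit was not always enough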;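 also: z-score of nuclear minus cytoplasmic ring GR-EGFP intensity difference per well; some compounds called inactive have numbers as strong as hits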
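Schedule: 48 h induction, then 1 h compound, then 30 min agonist, 37 °C. Buffer or medium: tetracycline-free induction medium containing charcoal-stripped FBS. Reagent: 1.0 µM final dexamethasone stimulus. Evaluation: nuclear versus cytoplasmic GR-EGFP signal, averaged per well. Signal: high-content fluorescence imaging after fixation.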
bCat nuc transl: modulators of beta-catenin nuclear translocation, primary screen, imaging, HeLa cells, immunofluorescence, high-content. nuclear translocation activity, % at 5 µM. 190,000 compounds, 0.3% hits. AID 1665, 2009;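 active = nuclear translocation activity above 50% at 5 µM, with a well cell count of 50 or more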;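 also: per-cell ratio of nuclear to cytoplasmic median beta-catenin stain intensity; plate controls were DMSO negative control for no effect and GSK-3 inhibitor IX positive control for full effect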
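System: HeLa cells, endogenous beta-catenin; compound dosing: 5 µM primary single dose, 0.1% DMSO, 0.02–20 µM confirmation series; incubation: 24 h compound exposure at 37°C, 5% CO2; signal: beta-catenin immunofluorescence imaging with DAPI; evaluation: % activation, nuclear-to-cytoplasmic median beta-catenin signal ratio per cell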
Insulin prom up: insulin promoter activators in MIN6 cells, imaging, high-content screening, mouse beta cells; MIN6 insulin promoter-GFP reporter; active compounds read high; z-score at 5 µM; 190,000 compounds, 0.3% hits; AID 1625, 2009;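 active = z-score above 3 at 5 µM with at least 500 cells counted in the well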
WT yeast gro inh mutant strain: recorded beside WT yeast gro inh, whose call it bears; inhibition, %; mitochondrial fusion phenotypic screen, mutant strain inhibition
Dynein transport cytoplasmic EGFP: recorded beside Dynein transport, whose call it bears; z-score; measured here: cytoplasmic GR-EGFP intensity; active compounds read high
Dynein transport nuclear GR-EGFP: second read-out of Dynein transport, no call of its own (marks repeat the call); z-score; measured here: nuclear GR-EGFP intensity;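 lower value marks the stronger effect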
Dynein transport cell count: further read-out of Dynein transport, marked with its call; z-score; measured here: cell count per field
Insulin prom up cell count: second read-out of Insulin prom up, no call of its own (marks repeat the call); cell count; measured here: cytotoxicity, nuclei count;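 total cells summed across four imaged fields per well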
Lipid droplet cells 6.5 µM: also measured in Lipid droplet; calls as there; cell count; measured here: cell count, cytotoxicity flag;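 cells counted across two imaged fields per well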
bCat nuc transl cell count 5 µM: further read-out of bCat nuc transl, marked with its call; cell count; measured here: cell count, cytotoxicity flag
MT stabilize HCS Hoechst-high %: further read-out of MT stabilize HCS, marked with its call; % Hoechst-high responders; measured here: nuclear condensation Hoechst responders;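 share of cells brighter than vehicle mean plus two SD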
MT stabilize HCS cytotoxicity %: second read-out of MT stabilize HCS, no call of its own (marks repeat the call); toxicity, %; measured here: cytotoxicity by cell density;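 0% = mean cell density of plate MIN control wells and 100% = no cells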
Autophagy mod cell loss 18 h: also measured in Autophagy mod; calls as there; toxicity, %; measured here: cell loss, nuclei count;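 cell loss after 18 h compound exposure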
* marks the source's active call; other numbers are inactive results; i = inactive; . = no result given.

Results follow in this order: Dynein transport nuclear GR-EGFP	Insulin prom up	MT stabilize HCS	Autophagy mod cell loss 18 h	Dynein transport	XIAP displacement	Autophagy mod	MT stabilize HCS Hoechst-high %	Lipid droplet	WT yeast gro inh	bCat nuc transl cell count 5 µM	Dynein transport cytoplasmic EGFP	CSM14.1 death rescue	WT yeast gro inh mutant strain	MT stabilize HCS cytotoxicity %	Insulin prom up cell count	bCat nuc transl	Dynein transport cell count	Lipid droplet cells 6.5 µM
1	O=C(Nc1nncs1)c1ccc(N2C(=O)C3C4C=CC(C4)C3C2=O)cc1 (stereo not drawn)
 : 0.043	-0.26	5.6	9	0.14	-3.9%	i	1.3	22	22	1074	-0.19	-2.9%	21	5.6	1945	-1.2	-0.33	718
2	CC1CN(C(=O)CSc2nnc(-c3ccc(Cl)cc3)n2C)CC(C)O1 (stereo not drawn)
 : -0.47	-0.33	3.8	5	0.59	1.2%	i	1.9	-2	12	1045	-0.29	2.7%	-28	4.5	1328	-0.4	0.61	741
3	CS(=O)(=O)Nc1ccc(C2=NN(S(C)(=O)=O)C(c3cccs3)C2)cc1 (stereo not drawn)
 : -0.17	.	1.7	17	-0.42	-20%	i	1.8	-8	-1	1009	-0.28	-1.3%	-3	6.3	.	5.6	0.77	699
4	CCn1c(CNC(=O)c2ccccc2F)nnc1SCC(=O)NC1CCCCC1C (stereo not drawn)
 : -0.0047	-0.01	3.6	13	-0.015	-1.0%	i	1.8	4	-4	1516	-0.28	1.7%	-4	6.6	1583	0.0	0.1	609
5	C/C(N)=C(/C#N)C(=O)COC(=O)c1ccncc1
 : 0.14	-0.07	4.6	-7	0.12	-3.2%	i	3.1	11	3	1185	-0.28	1.5%	-14	6.5	1165	-1.5	0.018	745
6	CC(NC(=S)NCCc1ccccc1)C(c1cccs1)N1CCN(Cc2ccccc2)CC1 (stereo not drawn)
 : 2.5	-1.6	4.1	28	2.4	-8.8%	i	2.2	-30	21	559	-0.095	-2.8%	-10	8.0	983	-3.0	-1.7	649
7	CCOC(=O)N1CCN(c2nc(C(F)(F)F)nc3c(C)cc(C)cc23)CC1
 : -0.016	0.65	2.3	-1	-0.24	-2.2%	i	2.6	-1	3	1087	0.83	0.6%	-3	6.8	1740	-2.1	1	589
8	CCC(C)NC(=O)/C(=C/c1ccco1)c1ccccc1 (stereo not drawn)
 : -0.51	1	1.2	2	-1.1	-6.4%	i	1.7	.	-10	1429	-0.12	-0.5%	-11	7.3	1488	-0.8	0.4	.
9	N#CCCN(Cc1ccncc1)C(=S)NC1CC2C=CC1C2 (stereo not drawn)
 : -0.29	-0.35	.	.	-0.11	.	.	.	8	.	1092	-0.28	.	.	.	1358	0.3	0.77	768
10	COC(=O)NCC(c1cccnc1)N1CCN(c2ccccc2)CC1 (stereo not drawn)
 : -0.19	0.31	2.9	-4	-0.35	-5.6%	i	3.5	-3	4	1125	-0.19	0.0%	-1	6.9	1361	-3.3	-0.08	725
11	CNS(=O)(=O)c1cccc(C(=O)OCC(=O)Nc2ccc(N3CCCCC3)cc2)c1
 : 0.3	-0.3	7.3	-4	-0.37	-3.8%	i	3.3	20	-6	1014	0.18	-2.2%	-2	2.9	1217	-0.6	-0.29	661
12	C=CCNC(=S)Nc1cccc2[nH]ncc12
 : 0.27	-0.22	8.0	14	-0.068	-5.1%	i	1.6	.	-1	1002	-0.32	-0.1%	8	12	1226	1.3	0.69	.
13	COc1ccnc(Oc2ccc(F)cc2)c1C(=O)N/C=N/OCc1c(Cl)cccc1Cl
 : -0.66	0.12	2.1	-2	-0.48	-14%	i	1.9	-6	-6	1148	-0.23	-2.2%	-4	11	1871	-2.2	0.4	676
14	N=c1sccn1CC(=O)Nc1ccc([N+](=O)[O-])cc1Cl
 : 0.97	0.08	.	.	2.5	.	.	.	7	.	1345	-0.6	.	.	.	1041	-0.9	-1.9	644
15	O=C(CSc1nnc(-c2c[nH]c3ccccc23)o1)c1ccccc1
 : -0.7	.	2.9	-36	-0.21	-4.4%	i	2.1	.	21	.	-0.23	0.0%	-8	6.8	.	.	0.66	.
16	Cc1c(NC(=O)/C(=C\c2ccccc2)NC(=O)c2ccccc2)c(=O)n(-c2ccccc2)n1C
 : -0.48	.	1.1	-3	-0.34	-0.6%	i	1.7	.	19	.	-0.21	1.1%	20	6.0	.	.	0.33	.
17	O=C(COC(=O)C1CCN(S(=O)(=O)c2ccc3c(c2)OCCO3)CC1)Nc1ccccc1OC(F)F
 : -0.38	-0.21	3.6	2	-0.39	-7.9%	i	2.2	5	-7	1085	-0.25	0.9%	1	6.4	1421	0.3	0.085	598
18	CC(C)(C)N(NC(=O)Nc1ccccc1)C(=O)c1ccccc1Cl
 : 0.46	0.02	1.9	10	-0.15	-0.4%	i	1.9	.	-8	1387	-0.2	-1.9%	-11	9.5	1620	0.1	0.93	.
19	Cc1ccc(-c2nc3ccccc3o2)cc1NC(=O)c1ccc2c(c1)OCO2
 : 0.17	0	1.4	1	-0.36	-55%	i	0.4	-4	.	.	-0.25	-4.2%	.	46	1385	.	-0.43	725
20	CC(=O)CC(C)(C)S(=O)(=O)c1ccc(Oc2ccc(S(=O)(=O)C(C)(C)CC(C)=O)cc2)cc1
 : -0.34	.	3.9	-7	-0.3	-1.3%	i	1.9	13	7	985	-0.24	3.1%	4	9.3	.	0.4	1.4	743
21	CC(C)C(=O)Nc1ccc2c(c1)C(=O)N(CCC(=O)O)C2=O
 : -0.37	1.6	1.6	7	-0.59	-1.7%	i	1.6	.	12	938	-0.22	0.1%	-11	5.6	1403	-3.7	0.44	.
22	O=C(NCc1ccco1)C(=O)NCC1OCCN1S(=O)(=O)c1cc(F)ccc1F (stereo not drawn)
 : 0.77	1.6	.	.	0.65	.	.	.	-17	.	1293	-0.25	.	.	.	1104	-0.6	0.18	633
23	Cc1ccc(OCCOCCn2cnc3ccccc3c2=O)c([N+](=O)[O-])c1
 : -0.88	0.32	3.3	-15	-0.88	0.2%	i	2.7	-2	-3	592	-0.2	1.2%	5	9.0	1356	1.6	1.1	604
24	CCOC(=O)C(C)Sc1nc(=O)n2ccccc2n1 (stereo not drawn)
 : 0.073	-0.21	3.1	2	0.27	-4.3%	i	1.5	-6	-1	1100	-0.4	0.8%	6	2.7	1257	-2.2	0.09	731
25	CCOC(=O)c1sc(S(C)(=O)=O)c2c1CCc1conc1-2
 : 0.19	0.69	.	.	0.58	.	.	.	-8	.	1050	-0.26	.	.	.	1488	-0.6	-0.4	682
26	COCCNC(=S)NCc1ccc2[nH]c3c(c2c1)CCCC3
 : 0.29	-0.63	1.6	-7	0.72	-0.1%	i	1.0	-8	-4	1098	-0.22	2.9%	-6	7.6	1212	0.1	0.51	699
27	CNC(=O)/C(C#N)=C/c1c(N(Cc2ccccc2)Cc2ccccc2)nc2ccccn2c1=O
 : -0.0089	-0.99	2.5	5	0.35	-1.7%	i	2.0	0	9	1100	-0.24	2.1%	4	12	1313	0.4	0.45	634
28	CC(C)CNS(=O)(=O)c1ccc(CCC(=O)NCCC2=CCCCC2)cc1
 : -0.044	0.2	2.8	6	0.065	-0.8%	i	1.7	-8	5	1508	-0.22	0.2%	-4	4.4	1195	0.4	0.29	556
29	Cc1c(C(=O)OCCOC(C)C)[nH]c2c1C(=O)CC(C)(C)C2
 : 0.33	-0.1	5.1	-9	0.22	-4.5%	i	2.4	9	-5	1145	-0.21	.	-17	1.2	1994	-1.3	0.6	719
30	O=c1[nH]c(CSc2cccc[n+]2[O-])nc2ccccc12
 : -0.22	-0.12	.	.	-0.43	.	.	.	10	.	1351	-0.23	.	.	.	999	0.7	-0.23	812
31	CCOc1ccccc1C(=O)OCC(=O)Nc1ccc(N2CCCCC2)cc1
 : 0.082	-0.17	1.6	-11	-0.34	-5.4%	i	1.7	0	18	1142	-0.31	-0.4%	-10	8.2	779	-0.5	-0.29	748
32	CCOc1ccc(-n2c(O)c(/C=N/Nc3nnc(C)c(=O)[nH]3)c3ccccc3c2=O)cc1
 : 0.23	-5.6	3.2	-1	1.3	-2.1%	i	1.3	6	10	1064	-0.31	-3.4%	28	0.4	1041	-3.4	-1.1	670
33	COc1ccccc1CNC(=O)CNC(=O)Cn1cnc2ccccc2c1=O
 : -0.0045	-0.31	3.0	10	-0.43	2.7%	i	1.8	0	2	987	-0.22	-1.1%	5	4.9	1209	-1.3	0.43	767
34	OC(C#CCN1CCCCC1)c1ccccc1 (stereo not drawn)
 : 0.04	0.27	2.2	-13	0.13	-3.3%	i	2.6	.	-12	1004	-0.22	-0.4%	3	8.8	1283	-3.6	-0.079	.
